Assay outcomes: PubChem, several laboratories
PP1 counter = PP1-alpha (human) inhibition in PP5 counter-screen | inhibition, % at 6.7 µM | purified PP1alpha, OMFP fluorescence | 0.9% of 320,000 active | P62136;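 active means inhibition above the mean inhibition of all tested compounds plus 3 SD, computed separately for each screening campaign, cut at about 15% in these data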
TPT1 inhibitor = inhibitors of Candida albicans tRNA 2'-phosphotransferase TPT1; recombinant caTPT1, FP RNA substrate dephosphorylation; 0.81% of 300,000 active; inhibition, % at 5 µM; AID 1962;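 active means inhibition above the mean of all tested compounds plus 3 SD, set per screening campaign, cut at about 24% in these data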;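 further: plate controls were DMSO alone for no effect and ferristatin control at 100 nM for full effect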
PREPL inhibitor = human PREPL enzyme inhibition; recombinant PREPL, fluorescence polarization activity-based probe; inhibition, % at 5.96 µM; 0.68% of 320,000 active; Q4J6C6; in the data active means inhibition above about 43%;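 further: 0% = enzyme with DMSO and 100% = wells lacking enzyme; many of its hits are not listed in these tables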
Target sequence (Q4J6C6 whole entry, looked up): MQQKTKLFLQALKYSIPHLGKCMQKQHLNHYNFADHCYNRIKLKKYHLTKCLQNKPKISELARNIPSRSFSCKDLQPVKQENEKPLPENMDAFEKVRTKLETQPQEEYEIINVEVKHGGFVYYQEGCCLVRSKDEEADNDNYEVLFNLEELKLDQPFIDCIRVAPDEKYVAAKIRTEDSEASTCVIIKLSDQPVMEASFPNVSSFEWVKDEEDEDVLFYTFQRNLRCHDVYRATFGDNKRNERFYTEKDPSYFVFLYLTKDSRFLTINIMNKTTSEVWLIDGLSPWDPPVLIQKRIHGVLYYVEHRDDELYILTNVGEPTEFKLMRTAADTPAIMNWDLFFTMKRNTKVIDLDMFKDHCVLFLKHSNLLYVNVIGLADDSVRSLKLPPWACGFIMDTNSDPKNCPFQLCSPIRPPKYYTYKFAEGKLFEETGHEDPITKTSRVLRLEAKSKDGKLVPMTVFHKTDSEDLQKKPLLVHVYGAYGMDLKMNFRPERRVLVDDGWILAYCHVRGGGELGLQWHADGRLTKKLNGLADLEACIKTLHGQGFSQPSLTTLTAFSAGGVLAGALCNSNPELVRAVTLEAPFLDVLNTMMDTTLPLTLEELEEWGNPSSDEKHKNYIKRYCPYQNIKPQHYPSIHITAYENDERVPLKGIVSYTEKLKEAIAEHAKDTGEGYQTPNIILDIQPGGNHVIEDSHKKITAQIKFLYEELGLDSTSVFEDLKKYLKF
HCV core dimer = HCV core protein dimerization inhibition; inhibition, % at 5 µM; TR-FRET GST/Flag-core106 dimerization, 1536-well; 0.33% of 300,000 active;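 active means inhibition above the mean of all tested compounds plus 3 SD, set per screening campaign, cut at about 45% in these data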
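Assay system: GST-tagged and Flag-tagged HCV core protein residues 1-106 / Times: compound-protein-antibody incubation 4 h at 22.5 °C / Signal: time-resolved FRET, ex 340 nm, em 617 and 671 nm / Evaluation: % inhibition based on acceptor/donor emission ratio / Benchmarks: wells lacking GST-core106 and wells with excess unlabelled core106 / Repeats: singlicate, one well per compound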
Efflux pump mplx = blocks antifungal efflux pumps in multiplex yeast assay | AID 485275 | inhibition, % at 10 µM | S. cerevisiae Candida pump triplex, Nile Red efflux | 0.44% of 330,000 active;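 active means plate passing quality check with inhibition over a set limit, or well fluorescence over plate mean plus 4 SD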;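 further: Nile Red retained in pooled yeast measured as flow cytometry median fluorescence; 0% = buffer negative control and 100% = Enniatin B positive control; higher means more Nile Red kept so more efflux inhibition; some compounds called inactive have numbers as strong as hits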
JMJD2C inh = human JMJD2C demethylase inhibition; Q9H3R0; GST-JMJD2C(1-420) H3K9me3 demethylation, DELFIA europium; inhibition, % at 2.35 µM; 0.069% of 330,000 active;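 active means more than half of a compound's replicate wells show inhibition beyond 50%, single wells judged on their own value; inconclusive means some, but no more than half, of replicates pass 50% inhibition; inactive means no replicate passes 50% inhibition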;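 further: signal counts dimethyl H3K9 product captured on neutravidin plate; 0% = median of DMSO wells and 100% = 0.3 times that DMSO median; strong numbers were not always called active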
PP5 inh = PP5 (human) phosphatase inhibition | 0.18% of 320,000 active | P53041 | inhibition, % at 6.7 µM | purified PP5c, OMFP substrate fluorescence;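 active means inhibition above the campaign's mean inhibition across all tested compounds plus 3 SD, cut at about 9.5% in these data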;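 further: 0% = DMSO only and 100% = 100 µM cantharidin control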
LYPLA2 inh = counter-screen for PME1 inhibitors: inhibitors of human LYPLA2; AID 2177; inhibition, % at 5.9 µM; recombinant LYPLA2, FP-Rh probe fluorescence polarization; 0.38% of 320,000 active; O95372;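 active means inhibition above the screen-wide mean plus 3 SD, limit set per campaign, cut at about 26% in these data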;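 further: 0% = LYPLA2 with DMSO and 100% = wells lacking LYPLA2 enzyme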
Target sequence (O95372 whole entry, looked up): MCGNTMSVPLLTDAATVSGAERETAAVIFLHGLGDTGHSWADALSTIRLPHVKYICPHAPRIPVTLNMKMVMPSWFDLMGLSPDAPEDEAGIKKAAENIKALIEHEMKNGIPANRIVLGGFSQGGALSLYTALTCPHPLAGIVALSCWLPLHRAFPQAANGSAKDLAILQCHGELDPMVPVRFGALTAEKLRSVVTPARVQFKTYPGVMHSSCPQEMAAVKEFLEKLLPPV
Fh CTSL1 inh = cathepsin L1 inhibition, PFM18AAP counter-screen; inhibition, % at 5.96 µM; 0.49% of 300,000 active; recombinant F. hepatica cathepsin L1, Z-Leu-Arg-MCA fluorescence;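 active means inhibition above the mean of all tested compounds plus 3 SD, set per screening campaign, cut at about 17% in these data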;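 further: 0% = plate median of test compound wells and 100% = 1 µM Z-Phe-Ala-diazomethylketone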
Starred values were filed as active, the others as inactive; i = inactive; ? = inconclusive; nt = not tested or not shown; & = joins results of further samples. This is a subset (hit frequency here may not be typical).

SMILES	PP1 counter	TPT1 inhibitor	PREPL inhibitor	HCV core dimer	Efflux pump mplx	JMJD2C inh	PP5 inh	LYPLA2 inh	Fh CTSL1 inh
CN1CCN(C(=S)c2ccc(-c3cc(Cl)ccc3Cl)o2)CC1	-2	1	-67	-1	0.0	3	1.3	1	3
CCOC(=O)C(=Nc1ccc(Cl)cc1)NO	-1	-3	-1	1	0.1	-8	-2.0	-1	-1
O=C(NCc1ccc2c(c1)OCO2)c1nc(Cn2cc([N+](=O)[O-])cn2)no1	-5	0	2	-15	0.5	-15	1.1	5	-3
Cc1ccccc1CC(=O)Nc1ccc(S(=O)(=O)N2CCN(C)CC2)cc1	-2	-1	3	-17	0.1	3	4.4	-6	-4
Cc1cc(-c2ccc(S(=O)(=O)N3CCCCC3)s2)on1	-2	0	-1	-2	0.0	12	1.7	7	5
O=[N+]([O-])c1ccc(Sc2nnnn2-c2ccccc2)c(Cl)c1	1	0	16	7	0.2	37	4.3	4	-1
O=C(O)C1CN(C(=O)c2cccc(Br)c2)C1	2	-5	3	-6	-0.3	8	1.9	1	-2
Clc1ccc(N2CCN(c3nc4nonc4nc3N3CCSCC3)CC2)nc1	-7	-2	15	6	0.0	-7	-0.5	-2	-1
COc1ccc2nc(NC(=O)C(NS(=O)(=O)c3cccc4nsnc34)C(C)C)sc2c1 (configuration not stated)	1	1	7	-2	1.5	-3	5.0	-31	-6
CCSC1=NCCN1S(=O)(=O)c1ccc2ccccc2c1	1	-2	-1	-3	-0.2	-4	1.9	-1	0
O=C(CN1CCN(S(=O)(=O)c2cccc(F)c2)CC1)Nc1ccnn1C1CCCC1	0	nt	0	nt	0.2	9	2.2	0	nt
COc1ccc(CC(=O)NCc2nn(-c3ccccc3)nc2C)cc1OC	-4	-1	5	-1	-0.2	1	-0.5	1	1
COc1cc(-c2n[nH]c(=S)n2/N=C/c2cccn2C)cc(OC)c1OC	2	0	3	10	0.0	-30	2.8	-6	2
Cc1c(Cl)cccc1NC(=O)CNC(=O)CCS(=O)(=O)c1ccc(F)cc1	-1	nt	21	nt	0.1	-19	0.4	-6	nt
Cc1ccc(S(=O)(=O)CC(=O)c2cc(C)c(O)c(C)c2)cc1	-3	2	-5	5	-0.5	-10	-0.2	0	-1
CCCc1nnc(NC(=O)CCC(=O)NC2CCCCCC2)s1	-2	0	-3	4	0.0	8	-0.5	1	-3
c1ccc(-c2nn3nnnc3c3ccccc23)cc1	-1	1	5	5	0.0	-3	1.2	10	-2
CC(C)[C@H](NC(=O)C1CCN(S(=O)(=O)c2ccccc2)CC1)C(=O)NCc1ccc(F)cc1	-4	0	7	4	0.1	14	-2.4	1	0
Cc1nc(N/N=C/c2ccccc2)nc(N(C)c2ccccc2)c1[N+](=O)[O-]	1	-1	1	-5	-0.1	0	3.6	-10	-2
O=C(NCCc1ccc(Cl)cc1)C1CCN(S(=O)(=O)c2ccc(-n3cnnn3)cc2)CC1	-2	0	8	5	0.1	-16&10	3.9	-1	1
COC(=O)[C@]1(S(=O)(=O)c2ccccc2)C[C@@H]2ON=C(c3ccc(OC)cc3)[C@@H]2C1	6	2	6	-3	-0.1	i	2.7	-3	13
N#C/C(=N\O)c1nc2ccccc2s1	0	5	13	-1	0.2	8	-2.0	-4	-5
Cc1c(NC(=S)NC(=O)c2ccc(COc3ccccc3)cc2)cccc1C(=O)O	1	-3	13	13	0.1	2	-0.9	30*	0
O=C(Nc1ccc2c(c1)OCCO2)c1ccc(Cl)c(S(=O)(=O)N2CCCCC2)c1	2	-1	17	17	0.0	31	2.8	-15	-8
O=C(NCCN1CCOCC1)c1ccc(/C=C2\Sc3ccccc3N(Cc3ccc(F)cc3)C2=O)cc1	2	0	13	-3	-0.4	-18	0.5	-14	1
CCOC(=O)[C@H]1[C@H]2COc3ccccc3[C@@H]2N2C(=O)c3cc(Cl)ccc3NC(=O)[C@@]12C	0	1	1	14	nt	3	3.8	-8	2
COc1cc(NC(=O)c2cc(-c3cccs3)on2)cc(OC)c1OC	-2	2	22	0	0.2	128	3.2	5	-1
COCCNC(=O)Cn1nc(-c2ccc(Cl)cc2)c2ccccc2c1=O	2	-2	-2	-11	1.4	nt	1.4	4	-2
NC(=O)NC(Cc1ccccc1)C(=O)O (configuration not stated)	0	-2	19	-1	-0.2	-7	-0.4	8	0
N#Cc1ccc(Oc2ccc(NC(=O)C3CC=CCC3C(=O)O)cc2)cc1 (configuration not stated)	-2	0	0	1	0.0	-13	-1.8	7	1
CCOC(=O)COc1nc(Nc2ccccc2C)nc(N(C)C)n1	-1	-3	10	3	0.1	24	-2.4	2	1
Cc1ccc(N=Cc2c(O)[nH]c3ccccc23)c([N+](=O)[O-])c1	5	-10	13	-2	-0.2	-1	-1.8	7	3
Clc1ccccc1-c1nnc(-c2cccnc2)o1	-1	1	6	11	0.0	0	-1.1	3	-5
COc1ccc(C#Cc2c(-c3ccc(OC)cc3)oc3ccc(-c4ccc5c(c4)OCO5)cc23)cc1	1	1	7	3	-0.2	-2	-1.8	-10	0
CN1CCN(c2nc3c(c(=O)n(C)c(=O)n3C)n2Cc2ccc(F)cc2)CC1	-2	2	3	9	-0.1	-6	-1.6	7	1
CCn1c(-c2cc3ccccc3cc2O)n[nH]c1=S	-4	2	6	-7	0.0	8	1.9	5	5
C/C(=C\c1ccccc1)C(=O)N1CCN(c2cccc(C(F)(F)F)c2)CC1	0	-2	1	18	-5.7	1	2.5	7	0
CC(C)(C)C(=O)Nc1cccc(S(=O)(=O)NC2=NCCC2)c1	-2	-1	-12	0	-0.3	7	4.2	2	0
Cc1cccc(NC(=O)CSc2nnc(CNC(=O)c3ccco3)o2)c1	0	1	-4	6	0.0	-3	-1.9	10	0
COc1ccc(/C(O)=C2/C(=O)C(=O)N(CCCN(C)C)C2c2ccccc2)cc1OC (configuration not stated)	-4	2	-2	-3	1.3	-3	3.3	-3	-4
CCOc1cc(C2NC(=O)NC(c3ccccc3)=C2C(=O)c2ccccc2)c(Br)cc1OCC(=O)O (configuration not stated)	6	-2	-6	-15	0.0	-6	1.2	-9	16
O=C(COC(=O)Cc1ccc(S(=O)(=O)N2CCOCC2)s1)NCc1ccccc1	-4	8	6	27	-0.1	-30	1.4	10	-11
NC1(C(=O)O)CC1	2	0	10	5	-0.1	4	-2.4	3	4
NC(=O)CC(NC(=O)c1ccccc1)c1ccc(N2CCc3ccccc3C2)c([N+](=O)[O-])c1 (configuration not stated)	-6	-5	-13	11	0.1	-2	3.3	7	-6
COCCNC(=O)CCc1nc(-c2ccccc2)no1	-4	-1	0	-3	0.2	2	3.6	2	1
O=C(O)CSc1ccc(S(=O)(=O)N2CCCC2)cn1	-4	nt	5	nt	-0.2	nt	-0.3	3	nt
CCOC(=O)c1nn(-c2ccccc2)cc1O	4	-3	-6	1	-0.2	73	0.5	5	-3
CCn1c(=O)cc(SCC(=O)N2CCN(c3ccccc3OC)CC2)c2ccccc21	-1	-1	-3	8	0.0	1	2.1	4	1
O=C(CSc1ccc2nnc(-c3ccccc3)n2n1)N1CCCCC1	-5	0	5	2	-0.1	?	0.8	10	-2
CN(CC(=O)Nc1cc(S(=O)(=O)N2CCCC2)ccc1Cl)Cc1cccs1	1	0	0	9	0.1	3	3.5	2	3

(more compounds)
SMILES	PP1 counter	TPT1 inhibitor	PREPL inhibitor	HCV core dimer	Efflux pump mplx	JMJD2C inh	PP5 inh	LYPLA2 inh	Fh CTSL1 inh
COc1ccc(C(=O)OCC(=O)c2ccc(C)c(S(=O)(=O)N3CCOCC3)c2)cc1OC	-6	-4	21	-1	0.0	13	3.7	-6	1
CCN1C(=O)[C@H]2[C@@H](c3ccc(-c4ccc(F)cc4)c(OC)c3)N[C@@](C)(C(=O)OC)[C@H]2C1=O	3	3	7	-25	0.1	-22	-0.5	-3	1
O=C(N/N=C/c1cc([N+](=O)[O-])ccc1N1CCNCC1)c1ccc([N+](=O)[O-])cc1	2	-5	38	8	0.0	36	-1.2	8	-2
O=c1c[n+]([O-])c2ccccc2n1OCc1c(F)cccc1F	-3	19	-18	-2	0.0	4	-1.9	-2	3
CN(Cc1ccc2nonc2c1)Cc1nc(Cc2cccc(F)c2)no1	-3	4	1	-3	0.2	-11	3.2	-1	0
O=C(COc1cccc(Cl)c1)N/N=C\c1cc2ccccc2nc1Cl	0	2	9	12	1.9	-5	-0.2	-4	4
CCCOP(=O)(c1ccc(N(C)C)cc1)C(O)c1cc(OC)c(OC)c(OC)c1 (configuration not stated)	-11	0	17	3	-0.1	-4	3.8	5	3
CC(CNC(=O)CCc1nnc2ccc(N3CCC4(CC3)OCCO4)nn12)c1ccccc1 (configuration not stated)	-1	1	15	-5	-0.1	-26	0.8	-1	7
CCC(/C=N/NC(=O)C(=O)N/N=C/C(CC)CC)CC	-7	-1	14	-8	-0.1	-1	-1.8	-9	2
O=c1cc(NCCc2ccccc2)c2ccccc2o1	-7	0	8	3	0.1	69	0.1	10	0
CCN(CC)S(=O)(=O)c1ccc2c(c1)oc(=O)n2CC(=O)NC1CCCCC1	-2	4	1	6	0.0	11	1.8	-2	-3
CCOC(=O)N1CCC(Nc2nc3ccccc3nc2NS(=O)(=O)c2ccc(Cl)cc2)CC1	1	4	19	15	0.2	-8	2.3	-2	1
Cn1cc(C(=O)NCC2COc3ccccc3O2)c(=O)c2cc(S(=O)(=O)N3CCCCC3)ccc21 (configuration not stated)	2	5	-20	9	0.0	136	0.7	-15	5

A second format for part of the listing above.
Values in the order – PP1 counter, TPT1 inhibitor, PREPL inhibitor, HCV core dimer, Efflux pump mplx, JMJD2C inh, PP5 inh, LYPLA2 inh, Fh CTSL1 inh
O=c1c[n+]([O-])c2ccccc2n1OCc1c(F)cccc1F
  -3, 19, -18, -2, 0.0, 4, -1.9, -2, 3
CN(Cc1ccc2nonc2c1)Cc1nc(Cc2cccc(F)c2)no1
  -3, 4, 1, -3, 0.2, -11, 3.2, -1, 0
O=C(COc1cccc(Cl)c1)N/N=C\c1cc2ccccc2nc1Cl
  0, 2, 9, 12, 1.9, -5, -0.2, -4, 4
CCCOP(=O)(c1ccc(N(C)C)cc1)C(O)c1cc(OC)c(OC)c(OC)c1 (configuration not stated)
  -11, 0, 17, 3, -0.1, -4, 3.8, 5, 3
CC(CNC(=O)CCc1nnc2ccc(N3CCC4(CC3)OCCO4)nn12)c1ccccc1 (configuration not stated)
  -1, 1, 15, -5, -0.1, -26, 0.8, -1, 7
CCC(/C=N/NC(=O)C(=O)N/N=C/C(CC)CC)CC
  -7, -1, 14, -8, -0.1, -1, -1.8, -9, 2
O=c1cc(NCCc2ccccc2)c2ccccc2o1
  -7, 0, 8, 3, 0.1, 69, 0.1, 10, 0
CCN(CC)S(=O)(=O)c1ccc2c(c1)oc(=O)n2CC(=O)NC1CCCCC1
  -2, 4, 1, 6, 0.0, 11, 1.8, -2, -3
CCOC(=O)N1CCC(Nc2nc3ccccc3nc2NS(=O)(=O)c2ccc(Cl)cc2)CC1
  1, 4, 19, 15, 0.2, -8, 2.3, -2, 1
Cn1cc(C(=O)NCC2COc3ccccc3O2)c(=O)c2cc(S(=O)(=O)N3CCCCC3)ccc21 (configuration not stated)
  2, 5, -20, 9, 0.0, 136, 0.7, -15, 5
